# Source: PubChem BioAssay
# DYRK1A inh: blocks rat Dyrk1A kinase activity; Q63470; ADP-Glo luminescence, NFATc1 peptide; inhibition, % at 12.5 µM; 0.43% of 310,000 active; AID 504441; in the data active = inhibition above about 50%;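 note: plate controls were vehicle with enzyme for no effect and no enzyme for full effect; many of its hits are not listed in these tables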
# TRPC4 act: opens the mouse TRPC4 cation channel; HEK293 TRPC4beta/mu-opioid, Fluo4 calcium fluorescence; stronger effect = higher value; B-score at 10 µM; 0.49% of 310,000 active;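 active = B-score above 5 SD of library B-scores, and initial fluorescence ratio not above library mean plus 5 SD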;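 note: positive B-score marks a calcium rise read as TRPC4 activation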
#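 Assay system: HEK293 stable line with TRPC4beta plus mu-opioid receptor; schedule: 45 min room-temperature Fluo4 loading, 110 s read; technique: kinetic Fluo4 calcium fluorescence; evaluation: integrated baseline-normalised fluorescence ratio, converted to per-well B score; controls: buffer (low) and maximal DAMGO (high)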
# HDAC3 inh: inhibitors of human histone deacetylase 3; O15379; inhibition, % at 8.3 µM; recombinant HDAC3, fluorogenic peptide/trypsin coupled, fluorescence; 0.15% of 320,000 active; in the data active = inhibition above about 26%, passing the limit was not always enough
# Target sequence (O15379 whole entry, looked up): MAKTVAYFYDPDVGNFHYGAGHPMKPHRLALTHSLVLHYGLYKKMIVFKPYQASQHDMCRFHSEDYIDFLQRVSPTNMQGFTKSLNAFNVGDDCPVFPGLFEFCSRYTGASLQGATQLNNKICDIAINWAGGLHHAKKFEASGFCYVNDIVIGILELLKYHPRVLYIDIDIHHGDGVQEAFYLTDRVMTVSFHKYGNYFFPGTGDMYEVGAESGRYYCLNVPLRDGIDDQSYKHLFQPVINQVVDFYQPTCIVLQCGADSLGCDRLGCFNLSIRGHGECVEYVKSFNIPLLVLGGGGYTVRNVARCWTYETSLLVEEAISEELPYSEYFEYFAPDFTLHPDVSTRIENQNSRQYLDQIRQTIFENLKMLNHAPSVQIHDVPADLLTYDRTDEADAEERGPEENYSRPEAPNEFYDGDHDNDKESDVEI
# KCNK3 block: human KCNK3 channel inhibition, primary screen. CHO-KCNK3 thallium flux, FluxOR fluorescence; stronger effect = lower value. B-score at 10 µM. 0.84% of 340,000 active. AID 602410;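 active = B-score under library mean minus 4 SD, starting fluorescence ratio at most library mean plus 5 SD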;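 note: more negative B-score means stronger inhibition of thallium flux through KCNK3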
# KCNQ1 act: potentiators or activators of human KCNQ1 potassium channel | P51787 | CHO-K1 KCNQ1, thallium flux FluxOR fluorescence; stronger effect = higher value | B-score at 10 µM | 0.35% of 310,000 active | AID 2648;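 active = fluorescence ratio B-score, a plate-corrected score, at least three library SD, with initial intensity B-score within 5 SD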
#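 assay system = KCNQ1-transfected CHO-K1 cells | medium = assay buffer with matched DMSO | probe or stimulus = depolarizing K+/Tl+ stimulus, K2SO4 and Tl2SO4 each 12.5 mM in 5x stock | dosing = single dose | incubation = dye 90 min, compound 20 min, room temperature | detection = kinetic FluxOR fluorescence, 10 s baseline plus 110 s post-stimulus | evaluation = ratio B score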
# hERG protect: shields human hERG channel from block by proarrhythmic agents; CHO-hERG, FluxOR thallium flux, dofetilide IC70 present; activation (rescue from dofetilide block), less the hit threshold, % at 10 µM; 0.51% of 310,000 active; AID 1511;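 active = activation above the mean of controls blocked by dofetilide plus 5 SD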;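 note: thallium influx through hERG after potassium depolarization seen as dye fluorescence rise; in these data hits start at about 4.7%; inactives centre near -7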
# TMEM16A act: mouse TMEM16A channel activation, primary screen; Q8BHY3; HEK293 TMEM16A/YFP-H148Q/I152L, iodide quench fluorescence; stronger effect = lower value; B-score at 10 µM; 0.3% of 340,000 active; AID 623877;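 active = fluorescence-ratio B-score plate-corrected deviation score at least 3 library SD below zero, with starting fluorescence score within 5 deviations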;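 note: channel opened by trigger with iodide after compound preincubation; score built on the fluorescence ratio of max minus min over baseline; more negative score means more quench and so TMEM16A activation or potentiation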
# TRPC4 potent: allosterically enhances the mouse TRPC4 cation channel | Q9QUQ5 | HEK293 TRPC4beta/mu-opioid, DAMGO EC20, Fluo-4 Ca2+ flux; stronger effect = higher value | B-score at 10 µM | 0.42% of 310,000 active;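 active = B-score of calcium response area above 5 SD of library B-scores, with initial fluorescence ratio within 5 SD of library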;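 note: B-score of integrated fluorescence ratio over time as area under calcium response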
# KCNK9 inh: blocks the human KCNK9 two-pore domain potassium channel; Q9NPC2; HEK293 KCNK9, FluxOR thallium flux fluorescence; stronger effect = lower value; B-score at 10 µM; 1.2% of 310,000 active; AID 488922;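 active = ratio B-score over 3 SD below the library mean, with starting fluorescence within 5 SD of its mean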;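 note: negative B-score means less thallium flux so channel inhibition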
# Target sequence (Q9NPC2 whole entry, looked up, the tested form may be a part): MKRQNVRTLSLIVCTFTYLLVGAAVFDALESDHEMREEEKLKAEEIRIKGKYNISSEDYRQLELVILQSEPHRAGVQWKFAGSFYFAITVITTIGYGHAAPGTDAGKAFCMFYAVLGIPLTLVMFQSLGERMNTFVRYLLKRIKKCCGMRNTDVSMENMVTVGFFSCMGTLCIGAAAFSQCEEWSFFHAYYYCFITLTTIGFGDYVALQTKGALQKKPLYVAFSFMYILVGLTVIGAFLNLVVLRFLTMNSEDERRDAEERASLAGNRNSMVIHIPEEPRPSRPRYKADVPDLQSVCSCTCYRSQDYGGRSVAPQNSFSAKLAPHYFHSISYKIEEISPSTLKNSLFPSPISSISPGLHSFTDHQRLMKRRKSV
# KCNQ1 block: blocks the human KCNQ1 potassium channel. P51787. CHO-K1 KCNQ1, FluxOR thallium flux fluorescence; stronger effect = higher value. B-score at 10 µM. 1.3% of 310,000 active. AID 2642;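 active = compounds whose thallium flux B-score, printed positive for inhibition, exceeds three library SD while starting fluorescence stays within three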;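 note: channel opened by potassium depolarization with thallium stimulus after 20 min compound exposure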
# ANO1 block: mouse TMEM16A channel inhibition, primary screen; Q8BHY3; HEK293 TMEM16A/YFP iodide influx fluorescence, ionomycin; normalized B-score (activity score, 25-100; higher = stronger inhibition) at 10 µM; 1.2% of 310,000 active; AID 588511;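 active = ratio plate-corrected score three or more library SD toward inhibition, starting fluorescence score within five deviations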;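 note: score derived from kinetic fluorescence span divided by baseline fluorescence per well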
# An asterisk follows results filed as active; i = inactive; . = not tested or not shown. This is a subset; rates above refer to the full screens.
SMILES,DYRK1A inh,TRPC4 act,HDAC3 inh,KCNK3 block,KCNQ1 act,hERG protect,TMEM16A act,TRPC4 potent,KCNK9 inh,KCNQ1 block,ANO1 block
O=C(CSc1nc2ccccc2o1)N1c2ccccc2Sc2ccccc21,-7,i,2,i,i,-5,i,i,i,i,i
CCC(NS(=O)(=O)c1cn(C)nc1C)c1ccccc1 (centres undefined),-6,i,2,i,i,0,i,i,i,i,i
COc1ccc(CNc2ncc(-c3ccccc3)n2C)c(OC)c1OC,.,i,1,i,i,-7,i,i,i,i,i
CC(=O)Nc1ccc(NC(=O)CN(c2ccc([N+](=O)[O-])cc2)S(=O)(=O)c2ccccc2)cc1,-1,i,4,i,i,-8,i,i,i,i,i
COc1cc(NS(=O)(=O)c2ccc(F)cc2)c(C(=O)O)cc1OC,-1,i,-1,i,i,-3,i,i,i,i,i
Cc1c(CCC(=O)O)c(=O)n2c([nH]c3ccccc32)c1C#N,2,i,-91,i,i,-2,i,i,i,i,i
CCOC(=O)c1c(-c2ccccc2)oc2ccc(OC)cc12,7,i,-22,i,i,-2,i,i,i,i,i
Cc1ccc(C(CNC(=O)Nc2ccccc2)N2CCN(C)CC2)cc1 (centres undefined),1,i,-3,i,i,-5,i,i,i,i,i
CCCCCOc1ccc(N2C(=O)C3C4C=CC(C3C2=O)N(C)C4=O)cc1 (centres undefined),-2,i,4,i,i,-15,i,i,i,i,i
Cc1cccc(C)c1NC(=O)CCCSc1nnc(-c2ccc(Cl)cc2)n1-c1ccccc1,-1,i,4,i,i,-4,i,i,i,i,i
COc1cccc(-c2c[nH]c(=O)[nH]c2=O)c1,-2,i,0,i,i,-7,i,i,i,i,i
FC(F)(F)c1cccc(N2CCN(C(=S)NC3CCCCC3)CC2)c1,-4,i,3,i,i,-3,i,i,i,i,i
Cc1cc(NS(=O)(=O)c2ccc(CC(C)C)cc2)no1,-4,i,2,i,i,-3,i,i,i,i,i
O=C(NCC1(N2CCCCC2)CCCCC1)c1ccc(NS(=O)(=O)c2ccc(F)cc2)cc1,-5,i,3,i,i,-11,i,i,i,i,i
COc1ccc(CN(C)C(=O)c2ccc(NS(=O)(=O)c3ccc(F)cc3)cc2)c(OC)c1OC,4,i,0,i,i,-9,i,i,i,i,i
O=C1N=C(N2CCCCC2)SC1=C1CCCC1,-7,i,2,i,i,-6,i,i,i,i,i
CCCOc1ccc(/C=N/NC(=O)c2nnn(-c3nonc3N)c2-c2cccs2)cc1OC,4,i,3,i,i,-6,i,i,i,i,i
Cc1cccc(-c2cc3nc(-c4ccccc4)cc(N4CCC5(CC4)OCCO5)n3n2)c1,4,i,-37,i,i,-9,i,i,i,i,i
CCOC(=O)c1cc2c(=O)n3cccc(C)c3nc2n(CCCOC)c1=NC(=O)c1cccnc1,2,i,-142,i,i,-14,i,i,i,i,i
CC(C)c1ccc(S(=O)(=O)c2n[nH]n3c2nc(=O)c2ccccc23)cc1,4,i,-11,i,i,-1,i,i,i,i,i
COc1ccc(CCNC(=O)c2sc3ccccc3c2Cl)cc1OC,0,i,1,i,i,-4,i,i,i,i,i
CCc1nc2ccccc2n1Cc1ccccc1F,-3,i,2,i,i,-6,i,i,i,i,i
CC(=O)N1CCN(c2ccc(Nc3nc(C)nc4c3oc3ccccc34)cc2)CC1,3,i,3,i,i,-9,i,i,i,i,i
COc1cccc(Nc2nnc(SCC(=O)Nc3sccc3C(N)=O)s2)c1,14,i,7,i,i,-12,i,i,i,i,i
COc1ccccc1CN1CCc2c([nH]c3ccccc23)C1,10,i,-7,i,i,-7,i,i,i,i,i
NC(=O)c1ccsc1NC(=O)c1ccc(S(=O)(=O)N2CCCC2)cc1,6,i,1,i,i,-10,i,i,i,i,i
Cc1cc(Br)cc(C)c1NC(=O)c1ccc(C#N)cc1F,-9,i,-1,i,i,-15,i,i,i,i,i
CN1N=C(C(=O)N2CCN(c3ccc([N+](=O)[O-])cc3)CC2)CCC1=O,-1,i,-2,i,i,-6,i,i,i,i,i
Cc1cc(OCC(=O)Nc2nnc(C3CC3)s2)ccc1[N+](=O)[O-],-2,i,-2,i,i,-5,i,i,i,i,i
Cc1ccc(S(=O)(=O)Cc2c(C)noc2C)cc1,8,i,1,i,i,-12,i,i,i,i,i
Cc1ccc(S(=O)(=O)N2CCOCC2)cc1NC(=O)CSc1nccn1C,3,i,-4,i,i,-4,i,i,i,i,i
COc1cc(/C=N/NC(=O)C23CC4CC(CC(C4)C2)C3)cc(Br)c1O,8,i,6,i,i,-4,i,i,i,i,i
O=C(NNC(=O)c1ccc(NC(=O)c2ccccc2)cc1)c1ccccc1,-3,i,-4,i,i,-7,i,i,i,i,i
O=S(=O)(Nc1nccs1)c1cnc(Cl)c(Br)c1,-3,i,-2,i,i,-3,i,i,i,i,i
O=C(NCCCN1CCCC1)c1ccc(CSCc2cccc(Cl)c2)o1,4,i,0,i,i,-18,i,i,i,i,i
COc1ccc(C(=O)Nc2cc([N+](=O)[O-])ccc2N2CCN(C)CC2)cc1,-2,i,4,i,i,-11,i,i,i,i,i
COc1ccc(N2CCN(C(=O)[C@@H](NC(=O)c3ccccc3Cl)C(C)C)CC2)cc1,-7,i,9,i,i,-9,i,i,i,i,i
CC(C)(C)C(=O)NNC(=O)c1cc2sccc2s1,.,i,2,i,i,-8,i,i,i,i,i
O=C(NCCN1CCCCC1)/C(=N\O)c1ccccc1,-8,.,-6,i,.,.,i,.,.,.,i
O=[N+]([O-])c1cn(Cc2ccc(Cl)cc2)cn1,1,i,-5,i,i,-1,i,i,i,i,i

# Arranged by count of non-hydrogen atoms (high to low): part of the list above
SMILES,DYRK1A inh,TRPC4 act,HDAC3 inh,KCNK3 block,KCNQ1 act,hERG protect,TMEM16A act,TRPC4 potent,KCNK9 inh,KCNQ1 block,ANO1 block
COc1ccc(N2CCN(C(=O)[C@@H](NC(=O)c3ccccc3Cl)C(C)C)CC2)cc1,-7,i,9,i,i,-9,i,i,i,i,i
O=C(NNC(=O)c1ccc(NC(=O)c2ccccc2)cc1)c1ccccc1,-3,i,-4,i,i,-7,i,i,i,i,i
O=C(NCCCN1CCCC1)c1ccc(CSCc2cccc(Cl)c2)o1,4,i,0,i,i,-18,i,i,i,i,i
COc1ccc(CCNC(=O)c2sc3ccccc3c2Cl)cc1OC,0,i,1,i,i,-4,i,i,i,i,i
Cc1cc(OCC(=O)Nc2nnc(C3CC3)s2)ccc1[N+](=O)[O-],-2,i,-2,i,i,-5,i,i,i,i,i
COc1ccccc1CN1CCc2c([nH]c3ccccc23)C1,10,i,-7,i,i,-7,i,i,i,i,i
Cc1cc(Br)cc(C)c1NC(=O)c1ccc(C#N)cc1F,-9,i,-1,i,i,-15,i,i,i,i,i
O=C(NCCN1CCCCC1)/C(=N\O)c1ccccc1,-8,.,-6,i,.,.,i,.,.,.,i
CCc1nc2ccccc2n1Cc1ccccc1F,-3,i,2,i,i,-6,i,i,i,i,i
CC(C)(C)C(=O)NNC(=O)c1cc2sccc2s1,.,i,2,i,i,-8,i,i,i,i,i
O=S(=O)(Nc1nccs1)c1cnc(Cl)c(Br)c1,-3,i,-2,i,i,-3,i,i,i,i,i
O=[N+]([O-])c1cn(Cc2ccc(Cl)cc2)cn1,1,i,-5,i,i,-1,i,i,i,i,i

# Next section
SMILES,DYRK1A inh,TRPC4 act,HDAC3 inh,KCNK3 block,KCNQ1 act,hERG protect,TMEM16A act,TRPC4 potent,KCNK9 inh,KCNQ1 block,ANO1 block
COc1ccc(S(=O)(=O)N(C)CC(=O)Nc2ccc3c(c2)OCO3)cc1OC,-1,i,6,i,i,-9,i,i,i,i,i
CCCCCCc1ccc(OCC(=O)O)cc1OCC(=O)O,0,i,-2,i,i,-3,i,i,i,i,i
CCOC(=O)NC(=O)/C(C#N)=N/Nc1c(F)cccc1F,7,i,.,i,i,-4,i,i,i,i,i
COc1ccc(CC(=O)NCCS(=O)(=O)N2CCN(c3ccccc3OC)CC2)cc1,8,i,0,i,i,-19,i,i,i,i,i
O=C(CSc1nnc(-c2cccnc2)n1Cc1ccco1)c1ccc(Cl)cc1,3,i,-1,i,i,-8,i,i,i,i,i
COc1ccc(CCNC(=O)c2nn(C)cc2Cl)cc1,.,i,-3,i,i,-1,i,i,i,i,i
Cc1ccc(NC(=O)COCC(=O)Nc2ccc(C)cc2)cc1,-4,i,0,i,i,0,i,i,i,i,i
Cc1ccc(S(=O)(=O)N/N=C/c2cnn(C)c2C)cc1,3,i,2,i,i,-10,i,i,i,i,i
COc1cc2c(cc1OC)C(COc1ccc([N+](=O)[O-])cc1)NCC2 (centres undefined),5,i,-1,i,i,-7,i,i,i,i,i
CSc1nc(Cl)c(Cc2ccc(OC(C)C)cc2)c(N(C)C)n1,-2,i,-2,-8.8*,i,-20,i,i,-8.4*,i,i
Cc1nn(-c2ccccc2)c(N)c1C(O)(C(F)(F)F)C(F)(F)F,-2,i,-1,i,i,-7,i,i,i,i,i
C/C(N)=C(/C#N)C(=O)CSc1nnc(Nc2ccccc2C)s1,-3,i,5,i,i,-5,i,i,i,i,i
CCOC(=O)C1CCCN(S(=O)(=O)c2ccc3ccccc3c2)C1 (centres undefined),-4,i,-6,i,i,-11,i,i,i,i,i
O=C(c1ccco1)N1CCN(C(=O)C(Sc2ccccc2)c2ccccc2)CC1 (centres undefined),25,i,-4,i,i,-2,i,i,i,i,i
CCCNC(=O)COc1ccc(-c2nn(C)c(=O)c3ccccc23)cc1,11,i,1,i,i,-4,i,i,i,i,i
O=C(NCc1csc(-c2cccs2)n1)Nc1ccc(C(F)(F)F)cc1,.,i,-5,i,i,-7,i,i,i,i,i
O=C(CSc1nnc2n1CCCN2)c1ccccc1,.,i,-6,i,i,-4,i,i,i,i,i

# Individual results from the list:
# Result of `Cc1ccc(S(=O)(=O)N/N=C/c2cnn(C)c2C)cc1` in HDAC3 inh: 2
# Result of `C/C(N)=C(/C#N)C(=O)CSc1nnc(Nc2ccccc2C)s1` in HDAC3 inh: 5
